Source: PubChem
M4 PAM – CHRM4 positive allosteric modulation. P08173. CHO-K1 hM4/Gqi5, Fluo-8 calcium fluorescence, ACh EC20; 0% = ACh EC20, 100% = maximal ACh. activation, % at 3 µM. 360,000 compounds, 0.4% hits;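 active = activation above its plate's cutoff, the mean activation of sample wells plus 3 SD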; also: some results filed as inactive read as strong as hits
Target sequence (P08173 whole entry, looked up): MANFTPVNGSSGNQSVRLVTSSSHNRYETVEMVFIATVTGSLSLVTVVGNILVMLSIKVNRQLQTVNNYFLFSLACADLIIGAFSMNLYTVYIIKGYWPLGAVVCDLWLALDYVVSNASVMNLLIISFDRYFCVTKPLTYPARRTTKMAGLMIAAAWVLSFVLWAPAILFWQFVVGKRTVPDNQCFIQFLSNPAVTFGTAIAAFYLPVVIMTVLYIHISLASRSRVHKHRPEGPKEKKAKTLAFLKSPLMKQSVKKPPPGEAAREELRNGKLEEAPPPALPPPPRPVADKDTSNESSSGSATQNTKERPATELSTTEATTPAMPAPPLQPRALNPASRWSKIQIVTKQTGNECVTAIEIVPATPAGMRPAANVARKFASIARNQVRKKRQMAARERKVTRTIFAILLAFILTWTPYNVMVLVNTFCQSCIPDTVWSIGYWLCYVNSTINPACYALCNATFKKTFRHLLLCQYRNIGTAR
CHRM5 antagonist – antagonists of human muscarinic M5 receptor (CHRM5); inhibition, % at 3 µM; CHO-hM5 cells, Fluo-8 calcium fluorescence, ACh EC80; AID 624040; 360,000 compounds, 0.59% hits;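 active = inhibition above a per-plate cutoff, the mean of that plate's test compounds plus 3 SD, cut at about 27% in these data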;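 also: 0% = acetylcholine EC80 with DMSO and 100% = DMSO without agonist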
M5 ag – agonists of human muscarinic M5 receptor (CHRM5). CHO-K1 hM5 cells, Fluo-8 calcium fluorescence; 0% DMSO wells, 100% maximal acetylcholine response. activation, % at 3 µM. 360,000 compounds, 0.19% hits. AID 624037;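 active = activation above the run's mean over test compounds plus 3 SD, cut at about 23% in these data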;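 also: signal is peak over basal fluorescence ratio across the kinetic read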
CHRM1 PAM – human CHRM1 positive allosteric modulation; 360,000 compounds, 0.088% hits; CHO-K1 hM1, Fluo-8 calcium fluorescence, ACh EC20; 0% = ACh EC20, 100% = maximal ACh; P11229; activation, % at 3 µM; in the data active = activation above about 19%, passing the limit was not always enough
Target sequence (P11229 whole entry, looked up): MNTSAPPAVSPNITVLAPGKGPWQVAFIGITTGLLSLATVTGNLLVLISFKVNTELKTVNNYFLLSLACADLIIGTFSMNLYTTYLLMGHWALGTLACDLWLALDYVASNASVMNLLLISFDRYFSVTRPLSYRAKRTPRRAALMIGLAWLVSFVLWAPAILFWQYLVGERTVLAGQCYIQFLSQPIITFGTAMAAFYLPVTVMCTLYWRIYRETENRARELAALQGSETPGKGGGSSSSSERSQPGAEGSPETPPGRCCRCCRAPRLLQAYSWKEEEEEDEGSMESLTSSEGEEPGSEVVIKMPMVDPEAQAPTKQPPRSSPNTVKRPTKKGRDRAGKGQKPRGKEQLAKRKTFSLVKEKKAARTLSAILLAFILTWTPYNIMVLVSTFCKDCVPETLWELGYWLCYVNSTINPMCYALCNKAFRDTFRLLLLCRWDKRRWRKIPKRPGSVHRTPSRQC
M4 antag – blocks acetylcholine activation of human M4 receptor | CHO-hM4 cells, ACh EC80, Fluo-8 calcium fluorescence | inhibition, % at 3 µM | 360,000 compounds, 0.73% hits;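 active = inhibition above its plate's cutoff, the mean inhibition of sample wells plus 3 SD, cut at about 27% in these data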;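 also: 0% = acetylcholine EC80 with DMSO and 100% = DMSO without agonist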
CHRM4 agonist – agonists of human muscarinic M4 receptor (CHRM4); P08173; CHO-K1 hM4/Gqi5, Fluo-8 calcium fluorescence; vehicle 0%, full acetylcholine response 100%; activation, % at 3 µM; 360,000 compounds, 0.14% hits; AID 624127;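 active = activation above the run mean over all test wells plus 3 SD, cut at about 32% in these data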;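 also: peak over basal fluorescence ratio per well then scaled between controls; 0% = DMSO wells and 100% = acetylcholine at EC100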
CRFBP-R2 block – CRF-BP/CRF-R2 complex antagonism. inhibition, % at 11.8 µM. HEK293 CRF-R2/CRF-BP, CRF-induced calcium fluorescence. AID 588475. 350,000 compounds, 0.59% hits;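 active = inhibition of the ligand-induced calcium signal above about 50% at the single tested concentration, limit read from the data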
CRFBP-R2 agonist – CRF-BP/CRF-R2 complex agonism. 350,000 compounds, 0.46% hits. HEK293 CRF-R2/CRF-BP, calcium dye fluorescence (FLIPR); percent of saturating CRF peptide response. activation, % at 13.2 µM;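 active = activation of at least 50%, plus an integration ratio under a set limit after plate pattern correction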;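 also: plate controls were neutral control wells without compound for no effect and CRF at EC100 for full effect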
M5 PAM – positive allosteric modulators of human muscarinic M5 receptor. AID 624038. activation, % at 3 µM. 360,000 compounds, 0.3% hits. CHO-K1 hM5, Fluo-8 calcium, ACh EC20 PAM; 0% = ACh EC20, 100% = ACh EC100;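 active = activation above the run cutoff, the mean activation of all test compounds plus 3 SD, cut at about 18% in these data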
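System: CHO-K1 cell line with stable human muscarinic M5 receptor expression | Also added: EC20 acetylcholine as agonist stimulus | Compound: One concentration, 3 µM final (nominal) | Timing: Fluo-8 loading 80 min at 37 °C plus 30 min room temperature | Measured by: Fluo-8 calcium dye fluorescence, kinetic read | Read-out basis: % activation, ACh-normalized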
Active calls of the source: *; nt = not tested or not shown; & = joins results of further samples.

SMILES | M4 PAM | CHRM5 antagonist | M5 ag | CHRM1 PAM | M4 antag | CHRM4 agonist | CRFBP-R2 block | CRFBP-R2 agonist | M5 PAM
Cc1c(NS(=O)(=O)c2ccc(S(=O)(=O)c3ccccc3)s2)c(=O)n(-c2ccccc2)n1C | -2 | 8 | 7 | 0 | 1 | 1 | -6 | -0.2 | 1
O=C(O)Cc1csc(-c2cccc(Oc3ccccc3)c2)n1 | 9&10 | 4&6 | -3&2 | 10&3 | -2&-5 | 1&1 | -4&10 | -2.7&0.1 | 5&2
CC(C)(C)OC(=O)N1CCCN(C(=O)Nc2ccc(OC(F)(F)F)cc2)CC1 | -3 | -3 | -4 | 14 | 3 | 5 | -39 | 0.3 | 5
CCN(CC)S(=O)(=O)c1ccc(C(=O)Nc2nnc(NC(=S)Nc3ccccc3)s2)cc1 | -3 | 5 | -2 | 8 | 2 | 0 | -6 | -0.8 | 3
O=C(O)c1cnn(-c2nc(-c3ccc(Cl)c(Cl)c3)cs2)c1C(F)(F)F | -7 | 4 | -10 | 7 | 13 | -1 | 50* | -2.3 | -2
CC1(/[N+]([O-])=C/c2ccccc2F)CCCCC1=O (stereo not drawn) | -1 | -6 | -1 | 9 | -9 | 1 | 0 | -1.4 | 9
O=C(COC(=O)c1ccccc1-n1cnnn1)c1ccc(F)cc1 | 8 | 2 | 0 | 12 | -2 | 2 | -7 | -1.8 | 2
CC(=O)N1c2ccc(S(=O)(=O)N3CCCC(C(=O)Nc4ccc(C)cc4C)C3)cc2CC1C (stereo not drawn) | -1 | 0 | 1 | 7 | 4 | 3 | -2 | -0.3 | -3
CC(CNC(=O)C(C)(C)C)NC(=O)C(C)(C)C (stereo not drawn) | 1 | -3 | 1 | 8 | -6 | 0 | 26 | -0.8 | -1
CC(=O)Nc1ccc(-c2csc(Nc3ncccn3)n2)cc1 | 0 | -2 | -1 | 6 | -8 | 1 | -6 | 2.1 | 3
Cc1cc(C(F)(F)F)nn1Cc1n[nH]c(=S)n1-c1ccc(Cl)cc1 | 10 | -4 | 4 | 9 | -1 | 3 | 22 | 0.5 | 9
COc1ccc([C@@H](OC)[C@@]2(Cc3ccc(O)cc3)N=C(N)N(C)C2=O)cc1 | 3 | -3 | 1 | 6 | 0 | 2 | 4 | -0.8 | 5
Cc1ccc2c(c1)C(=O)C(=O)N2CC(=O)Nc1ccccc1NC(=O)c1ccccn1 | 3 | 4 | -5 | -1 | 4 | 4 | 7 | -1.3 | 1
Cn1nccc1C(=O)OCC(=O)Nc1cccc(Cl)c1 | 0 | 10 | 3 | 9 | -7 | 3 | -8 | 3.9 | -6
CC(Sc1ccccc1)C(=O)N1CCN(S(=O)(=O)c2ccccc2)CC1 (stereo not drawn) | 0 | -9 | -6 | 2 | -13 | 3 | -12 | -0.5 | -9
COc1ccccc1-c1nnc2sc(C3CCCCC3)nn12 | -1 | 5 | -4 | 2 | -1 | 0 | 5 | 0.6 | -4
CCc1cc(=O)oc2cc(OCC(=O)N3CCCc4ccccc43)ccc12 | 5 | -4 | 2 | -3 | -3 | 1 | -9 | 1.2 | 2
O=C(O)c1sc2cccc(Cl)c2c1Cl | 2 | 4 | -4 | -4 | 6 | 1 | 17 | -3.1 | -3
Cc1ccc(Cn2ncc3c(NCCCN(C)C)ncnc32)cc1 | -1 | 7 | -5 | 1 | 9 | 0 | -5 | -0.9 | -3
COc1cccc(NC(=O)N2CCCC2C(=O)Nc2cc(C)ccc2OC)c1 (stereo not drawn) | 7 | 13 | -3 | 12 | -3 | 1 | -5 | 0.6 | 0
CN(C)CCn1c2c(c(SCC(=O)N3CCc4ccccc43)nc1=O)CCCC2 | -1 | -6 | -6 | 11 | -10 | 0 | -3 | 0.3 | 12
Cc1c(Nc2nc3ccccc3nc2N2CCN(c3ccccc3)CC2)c(=O)n(-c2ccccc2)n1C | -4 | 7 | -5 | 6 | 5 | 4 | -5 | -0.5 | -8
O=C1C2C(c3ccccc3)C=CC(c3ccccc3)C2C(=O)N1c1ccccn1 (stereo not drawn) | 13 | 2 | 3 | 16 | -6 | 5 | -52 | 10 | -8
O=C(NCc1n[nH]c(=S)n1-c1cccc(C(F)(F)F)c1)c1ccc(S(=O)(=O)N2CCCC2)cc1 | -3 | 0 | -2 | -2 | -1 | 0 | 4 | -1.0 | -7
CCN1CC(CN(C)Cc2nc(-c3ccc(OC)c4ccccc34)oc2C)CC1=O (stereo not drawn) | -5 | 7 | -2 | 7 | 0 | 1 | 5 | -1.6 | -1
Next records follow:
SMILES | M4 PAM | CHRM5 antagonist | M5 ag | CHRM1 PAM | M4 antag | CHRM4 agonist | CRFBP-R2 block | CRFBP-R2 agonist | M5 PAM
Cn1nc(C(=O)Nc2sccc2C(N)=O)ccc1=O | 5 | 0 | 4 | 6 | -1 | 2 | -5 | 0.0 | 1
O=C(Cc1ccc(Cl)cc1)NCCS(=O)(=O)N1CCN(c2ccccc2)CC1 | 6 | -3 | 1 | 14 | -9 | 6 | -13 | -0.4 | -4
CCc1cc(OCCOCCN(C)C)ccc1Cl | 13 | -8 | -8 | 3 | -14 | 2 | -19 | 3.1 | 2
O=C(Nc1ccccc1F)c1ccc(CNS(=O)(=O)c2cccc(C(F)(F)F)c2)cc1 | -6 | -5 | -2 | 0 | 4 | 2 | 3 | -0.2 | -2
Cc1ccc(C2=C(c3ccc([N+](=O)[O-])cc3)C(=O)OC2)cc1C | -2 | 4 | -4 | -3 | -6 | 0 | -1 | 0.0 | 1
COc1ccc(/C=N\NC(=O)c2sccc2C)cc1Cn1nc(C)cc1C | -1 | -4 | 2 | 14 | 4 | 7 | -6 | -0.6 | 2
O=C(/C=C/c1ccc(S(=O)(=O)N2CCOCC2)cc1)NCCc1ccc(C(F)(F)F)cc1 | -1 | 7 | 9 | -4 | -2 | 12 | -13 | 0.3 | -6
CC(=O)N1CCN(C(=O)C2(NC(=O)Nc3ccccc3Cl)CCCCC2)CC1 | 5 | 11 | -3 | 8 | -6 | 3 | -4 | -0.7 | -5
C=CCC(NCc1ccccc1)c1ccc(Cl)cc1 (stereo not drawn) | 5 | -5 | -2 | 6 | -7 | -2 | -11 | 0.7 | 12
O=C(NC1CCN(C(=O)N2c3ccccc3Sc3ccccc32)CC1)c1ccccc1F | 1 | 5 | -1 | -6 | -7 | 7 | -31 | 0.8 | -12
Cc1ccc(Nc2cc(C)nc(-c3ccccc3O)n2)cc1 | -6 | -2 | -3 | -3 | 5 | 0 | -19 | 0.1 | -2
CCN(Cc1ccccc1)C(=O)CSc1nncn1C | -5 | 7 | 5 | 1 | 0 | 8 | 0 | -0.3 | -3
CC(C)=CCN1CCN(Cc2coc3ccc(C)cc3c2=O)CC1CCO (stereo not drawn) | -6 | -2 | 0 | 2 | 4 | 0 | 3 | 0.8 | -1
COc1cc(OC)cc(C(=O)N2CCC(C(=O)N3CCOCC3)CC2)c1 | 2 | 6 | -2 | 8 | 2 | 0 | 0 | -0.9 | -1
COc1ccc(C(=NNc2ccccc2C(=O)O)c2ccc(OC)cc2)cc1 | 10 | 10 | -2 | 1 | 1 | 2 | 21 | -0.5 | -6
CCCNC(=O)c1ccc(N2CCC3(CC2)CC(c2cccc(Br)c2)=NO3)c([N+](=O)[O-])c1 | -8 | 17 | 2 | -16 | 33* | 11 | 13 | 0.2 | -26
C=CCn1c(O)c(N=NC(=S)Nc2cccc(OC)c2)c2ccccc21 | 1 | 3 | -5 | -3 | -8 | -2 | 41 | -0.9 | -10
CCOC(=O)/C=C1\NC2(CCCCC2)Cc2cc(OC)c(OC)cc21 | 2 | 4 | -1 | 3 | 2 | 0 | 1 | -0.8 | -5
CCCn1c(SCC(=O)Nc2nnc(-c3ccccc3)s2)nnc1-c1ccccn1 | 5 | 9 | 0 | 7 | -7 | 1 | -6 | 0.7 | -3
CCn1cc(/C=N\NC(=O)COc2cccc(C)c2C)c(C)n1 | 3 | 1 | 0 | -6 | -7 | 1 | -3 | 0.2 | -5
CC(C)CNC(=O)C1C(=O)Nc2ccccc2C(=O)N1C(C)(C)C (stereo not drawn) | -5 | 6 | -3 | nt | 6 | 1 | nt | nt | -5
CCC(=O)Nn1c(C)nnc1C | 5 | -4 | 1 | -1 | 5 | 2 | -8 | 0.7 | -6
O=C(NN=C1CCCCC1)c1ccccc1OCc1ccc(F)cc1 | -6 | 17 | -3 | 1 | -1 | 1 | 5 | -0.9 | -11
OC1c2cc(Cl)ccc2-c2c(Cl)cc(Cl)cc21 (stereo not drawn) | -4 | 15 | -1 | -6 | -7 | 3 | -37 | 3.5 | -12
OCCNCCSc1ccc(Cl)cc1 | 0 | -9 | -5 | 2 | -5 | 1 | 5 | -1.8 | 7
O=C(NNc1ccccc1)c1ccccc1 | 0 | 8 | 1 | -4 | -5 | 0 | 23 | -2.1 | -4
Cc1c(C(=O)OC2CCCCC2)[nH]c2c1C(=O)CC(C)(C)C2 | 4 | -2 | -5 | 7 | 7 | 0 | -12 | 0.2 | 0
CCC(C)(C)NC(=O)c1cc(C(=O)OC)cc([N+](=O)[O-])c1 | 6 | -2 | -1 | 7 | 5 | 0 | -3 | -0.3 | 3

Gathered by group, the entries above containing a Cl atom (ten)
SMILES | M4 PAM | CHRM5 antagonist | M5 ag | CHRM1 PAM | M4 antag | CHRM4 agonist | CRFBP-R2 block | CRFBP-R2 agonist | M5 PAM
O=C(O)c1cnn(-c2nc(-c3ccc(Cl)c(Cl)c3)cs2)c1C(F)(F)F | -7 | 4 | -10 | 7 | 13 | -1 | 50* | -2.3 | -2
Cc1cc(C(F)(F)F)nn1Cc1n[nH]c(=S)n1-c1ccc(Cl)cc1 | 10 | -4 | 4 | 9 | -1 | 3 | 22 | 0.5 | 9
Cn1nccc1C(=O)OCC(=O)Nc1cccc(Cl)c1 | 0 | 10 | 3 | 9 | -7 | 3 | -8 | 3.9 | -6
O=C(O)c1sc2cccc(Cl)c2c1Cl | 2 | 4 | -4 | -4 | 6 | 1 | 17 | -3.1 | -3
O=C(Cc1ccc(Cl)cc1)NCCS(=O)(=O)N1CCN(c2ccccc2)CC1 | 6 | -3 | 1 | 14 | -9 | 6 | -13 | -0.4 | -4
CCc1cc(OCCOCCN(C)C)ccc1Cl | 13 | -8 | -8 | 3 | -14 | 2 | -19 | 3.1 | 2
CC(=O)N1CCN(C(=O)C2(NC(=O)Nc3ccccc3Cl)CCCCC2)CC1 | 5 | 11 | -3 | 8 | -6 | 3 | -4 | -0.7 | -5
C=CCC(NCc1ccccc1)c1ccc(Cl)cc1 (stereo not drawn) | 5 | -5 | -2 | 6 | -7 | -2 | -11 | 0.7 | 12
OC1c2cc(Cl)ccc2-c2c(Cl)cc(Cl)cc21 (stereo not drawn) | -4 | 15 | -1 | -6 | -7 | 3 | -37 | 3.5 | -12
OCCNCCSc1ccc(Cl)cc1 | 0 | -9 | -5 | 2 | -5 | 1 | 5 | -1.8 | 7
